Bioassay records from PubChem.
PI4K2A inh: inhibitors of human PI4K2A; Q9BTU6; purified PI4K2A, ADP-Glo luminescence, 1 h; stronger effect = lower value; activity change, negative = inhibition, % at 76.9 µM; actives 0.13% (n = 420,000); in the data active means activity change below about -50%; inconclusive means mostly about -30% to -49%;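 further: -100% = wells without enzyme as full effect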
Target sequence (Q9BTU6 whole entry, looked up): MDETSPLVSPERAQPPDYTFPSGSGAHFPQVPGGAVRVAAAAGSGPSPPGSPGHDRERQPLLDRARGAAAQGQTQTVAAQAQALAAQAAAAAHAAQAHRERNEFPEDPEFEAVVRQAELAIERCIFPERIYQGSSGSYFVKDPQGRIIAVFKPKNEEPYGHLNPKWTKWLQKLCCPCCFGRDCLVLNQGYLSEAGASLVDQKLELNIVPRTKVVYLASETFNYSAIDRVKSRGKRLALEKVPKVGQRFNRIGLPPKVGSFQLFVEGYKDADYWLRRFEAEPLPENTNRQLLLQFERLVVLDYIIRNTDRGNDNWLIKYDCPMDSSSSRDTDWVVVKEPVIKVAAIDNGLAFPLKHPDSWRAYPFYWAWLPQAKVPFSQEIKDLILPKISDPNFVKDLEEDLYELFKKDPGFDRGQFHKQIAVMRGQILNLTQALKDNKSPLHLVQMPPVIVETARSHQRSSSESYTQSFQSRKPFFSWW
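In this quantitative HTS, ADP production by PI4K2A was quantified luminescently after 1 h at ambient temperature; 100 microM adenosine served as plate-quality control.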
IDH1 R132H inh: human IDH1 R132H inhibition; O75874; IDH1-R132H enzyme, NADPH consumption, diaphorase/resazurin fluorescence; Potency, µM (titrated, usually from 76.6 µM), for the others: at the top dose activity change, negative = inhibition, hits mostly inhibitors; actives 0.093% (n = 390,000); further: potency means the concentration at half of the fitted maximal effect; nearly all actives have a fitted effect of over 65% in size
Target sequence (O75874 whole entry R132H, stated change not applied): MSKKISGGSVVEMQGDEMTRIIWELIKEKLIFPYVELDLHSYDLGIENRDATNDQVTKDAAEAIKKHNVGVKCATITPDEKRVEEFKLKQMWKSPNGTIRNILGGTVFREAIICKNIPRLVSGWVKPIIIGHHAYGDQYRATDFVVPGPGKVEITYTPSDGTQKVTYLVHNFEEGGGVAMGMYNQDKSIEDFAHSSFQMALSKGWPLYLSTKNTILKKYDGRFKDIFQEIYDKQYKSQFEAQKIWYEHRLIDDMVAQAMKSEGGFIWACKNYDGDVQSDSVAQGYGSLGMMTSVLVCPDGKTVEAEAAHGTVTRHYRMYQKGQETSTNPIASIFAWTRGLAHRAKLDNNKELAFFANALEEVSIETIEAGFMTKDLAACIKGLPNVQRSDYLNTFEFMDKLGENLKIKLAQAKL
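IDH1-R132H (0.5 ug/mL) preincubated 30 min with compound, then NADPH (0.016 mM) and alpha-KG (2 mM) added; 80 min at RT, pH 7.5. Remaining NADPH coupled via diaphorase/resazurin to fluorescence (540/590 nm); concentration-response curves normalized to no-enzyme control.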
USP1-UAF1 inh: blocks the human USP1/UAF1 deubiquitinase complex. AID 743255. Potency, µM (series often up to 57.1 µM), inactives show at the highest dose activity change, negative = inhibition, most hits filed as inhibitors. O94782. recombinant USP1/UAF1, Ub-Rhodamine cleavage fluorescence. actives 0.23% (n = 390,000); further: potency means the concentration at half of the fitted maximal effect; nearly all actives have a fitted effect of over 60% in size; inactives centre near -12
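Step one: compound is pinned into 1nM USP1/UAF1 in HEPES pH 7.8 buffer with TCEP. Step two: 15 min room-temperature incubation. Step three: Ub-Rho (150nM final) starts cleavage, tracked by fluorescence over six one-minute reads.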
An asterisk follows results filed as active; ? = inconclusive. Unless noted, the call rests on the fitted dose curve; in most records, active means well fitted inhibition curve with a large enough effect; inconclusive means small, poorly fitted or top-dose-only effect; inactive means no such curve, though single readings can be large or run the other way. Unless noted, on the % scale 0 is the no-effect control and ±100 the full control effect. The list is partial; rates above refer to the full screens.

SMILES | PI4K2A inh | IDH1 R132H inh | USP1-UAF1 inh
Cc1cccc(OC(=O)c2ccc3c(=O)n4c(nc3c2)CCC4)c1 | -21 | 1% | 6%
CC1CN(C(=O)CSc2nc(N)c(NC(=O)c3ccc(C(F)(F)F)cc3)c(=O)[nH]2)CC(C)O1 (stereo unspecified) | -4 | -5% | 9%
CC1(C)OC2COC(c3[nH]nc4c(=O)[nH]c(=O)[nH]c34)C2O1 (stereo unspecified) | 1 | -1% | -21%
Cc1ccc(C)c(-n2nnc3ccccc3c2=O)c1 | 1 | 10% | -25%
Cc1ccc(S(=O)(=O)N2C[C@H]3N(C(=O)OC(C)C)N(C(=O)OC(C)C)C[C@H](OC(=O)Nc4cccs4)[C@@]3(O)C2)cc1 | 5 | 2% | -22%
C[C@H](CO)N1C[C@H](C)[C@H](CN(C)C(=O)Nc2ccc(F)cc2)OCc2ccccc2-c2c(n(C)c3ccccc23)C1=O | -5 | -4% | -11%
O=C(COC(=O)/C=C/c1cccc(F)c1)NC1CCCCC1 | -1 | 2% | -26%
C[C@H](CO)N1C[C@H](C)[C@H](CN(C)C(=O)Nc2ccc3c(c2)OCCO3)OCc2cnnn2CCCC1=O | -6 | 7% | 1%
C[C@@H]1CCCCO[C@H](CN(C)C(=O)Cc2ccccc2)[C@@H](C)CN([C@H](C)CO)C(=O)c2cc(NC(=O)Nc3ccccc3)ccc2O1 | -19 | 16% | -17%
CCCN(C)C[C@@H]1OCc2cnnn2CCCC(=O)N([C@H](C)CO)C[C@H]1C | -6 | -7% | -10%
NC(=O)c1ccc(NC(=O)COC(=O)c2ccccc2SCC(=O)N2CCCC2)cc1 | 2 | -6% | 9%
Cc1ccc(S(=O)(=O)N2CCCCC2)cc1NC(=O)c1ccc(=O)[nH]c1 | -8 | 2% | ?
COc1ccc(C=C2OC(=O)C(C(C)=O)=C2O)cc1 | -10 | -9% | -6%
CCc1ccc(NC(=O)C(C)OC(=O)Cn2[nH]c(=O)c3ccccc3c2=O)cc1 (stereo unspecified) | -5 | 2% | -6%
COc1ccc(S(=O)(=O)N(C)C[C@H]2OCCCC[C@@H](C)Oc3ccc(NC(=O)CCC(F)(F)F)cc3C(=O)N([C@H](C)CO)C[C@@H]2C)cc1 | -1 | -6% | -25%
C[C@@H]1CN([C@@H](C)CO)C(=O)CCCn2cc(nn2)CO[C@H]1CN(C)S(=O)(=O)c1ccc(Cl)cc1 | -3 | -3% | 7%
O=C(COc1ccc(S(=O)(=O)N2CCCC2)cc1[N+](=O)[O-])N1CCCCC1 | 5 | 4% | -23%
C#CC1(NC(=S)Nc2cccc(OC)c2)CCCCC1 | 0 | -2% | -21%
O=C(OCc1ccccc1)C1CCN(S(=O)(=O)c2cccs2)CC1 | -5 | 2% | -16%
Cn1nc(NC(=O)C(F)(F)F)c2nccnc21 | 5 | 12% | 4%
COc1cc(CNC(=O)C2CC(O)CN2C(=O)Nc2ccccc2)cc(OC)c1OC (stereo unspecified) | 4 | -13% | -6%
CC(=NNS(=O)(=O)c1ccc(C)cc1)c1ccncc1 | -5 | -5% | -10%
Cc1ccc(C(=O)N[C@H](C(=O)Nc2cccc(S(=O)(=O)N3CCOCC3)c2)C(C)C)cc1 | 8 | -2% | -20%
Cc1ccc(N2CC(O)CSC2=Nc2ccccc2)cc1 (stereo unspecified) | 0 | 8% | -7%
Cc1ccc(S(=O)(=O)N2C[C@]3(O)C[C@@H]4C(=O)N(c5ccccc5)C(=O)[C@@H]4C[C@]3(OC(=O)NCC3CCCCC3)C2)cc1 | -2 | 1% | -2%
C=CCC(=O)N1CCC(n2nccc2NC(=O)c2ccc3c(c2)OCO3)CC1 | -3 | 3% | -15%
CC(C)=C(NC(=O)c1ccccc1Cl)C(=O)NCCc1nc2ccccc2[nH]1 | -5 | 1% | ?
COc1cccc(CNC(=O)c2ccc(CS(=O)Cc3ccccc3Cl)o2)c1 (stereo unspecified) | -5 | 1% | -28%
COc1ccc(S(=O)(=O)N(C)C[C@@H]2OCCCC[C@H](C)Oc3ccc(NC(=O)Nc4ccc(C(F)(F)F)cc4)cc3C(=O)N([C@H](C)CO)C[C@H]2C)cc1 | 8 | -6% | -23%
COc1ccc(C(C)=O)cc1OCc1ccccc1 | -1 | 0% | -25%
CCN(c1ccccc1)S(=O)(=O)c1ccc(Cl)c(C(=O)Nc2ccncc2)c1 | -1 | -2% | -7%
O=C(NCCCN1CCOCC1)C(=O)NCC1OCCN1S(=O)(=O)c1ccc(Cl)cc1 (stereo unspecified) | 3 | -1% | -2%
COc1ccccc1NC(=O)N(C)C[C@H]1Oc2cc(Br)ccc2S(=O)(=O)N([C@H](C)CO)C[C@H]1C | -1 | -7% | -12%
O=S1(=O)CCN(C2CC2)CC1 | -2 | -4% | -22%
O=C1CCN(CCCN2CCC(=O)NC2=S)C(=S)N1 | -3 | -7% | -9%
Cc1cc(C)c(NC(=O)C2CCN(S(C)(=O)=O)CC2)c(C)c1 | 10 | 13% | -11%
CCc1nn(CCCC(=O)NC2CCCCC2C)c(=O)c2cc3occc3n12 (stereo unspecified) | 2 | -2% | -16%
Cc1cc(C)c2c(=O)n(CC(=O)N3CCN(c4ccccc4)CC3)ccc2n1 | -3 | -5% | -4%
CN(CCO)C(=O)c1nc[nH]c1C(=O)N1CCN(C(=O)OC(C)(C)C)CC1 | 4 | 0% | -9%
O=C1NN=C2CCCCCC12 (stereo unspecified) | -10 | 11% | -2%
CCc1ccc([C@@H]2C[C@H]3[C@@H](CN2S(=O)(=O)c2ccc(C)cc2)C(=O)C[C@@H](c2ccc(Cl)cc2)N3S(=O)(=O)c2ccccc2C)cc1 | -5 | 4% | -30%
C[C@@H]1CN([C@H](C)CO)C(=O)CCCn2nncc2CO[C@H]1CN(C)Cc1cccc2c1OCCCO2 | -4 | 0% | 0%
FC(F)(F)c1nc2nc(Cl)c(Cl)nc2n1CCCN1CCOCC1 | -2 | 13% | -20%
O=c1c2ccccc2sn1-c1ccc(Cl)cc1 | -9 | 7% | -23%
COc1ccc(Nc2cc(C)nc3ccc(C)cc23)cc1 | -2 | -5% | -3%
C[C@H]1CN([C@@H](C)CO)C(=O)CCCn2cc(nn2)CO[C@@H]1CN(C)C(=O)Nc1ccc(N2CCN(C)CC2)cc1 | 0 | 21% | -22%
CCCCC1CCC(C(=O)N(CCC(C)C)c2c(N)n(CCCC)c(=O)[nH]c2=O)CC1 (stereo unspecified) | -8 | -8% | 7%
COc1ccc(C(=O)C(C)OC(=O)C2CC3CCCC(C2)C3=O)cc1 (stereo unspecified) | 0 | -2% | 1%
O=C(OCC(=O)N1CCCCCC1)c1cc(S(=O)(=O)N2CCOCC2)ccc1F | 6 | 5% | -15%
O=C(NCCc1ccc(Cl)cc1)c1cc(S(=O)(=O)N2CCCC2)ccc1F | 0 | -4% | -18%
CCOc1ccc(NC(=O)CSc2nc3ccsc3c(=O)n2CCCCC(=O)O)cc1 | -8 | -5% | -23%
Cc1ccc(NC(=O)COC(=O)c2cccc(S(=O)(=O)N3CCCCCC3)c2)cc1 | -2 | 11% | -20%
CC(C)CC1C(=O)N(Cc2cn(Cc3ccco3)nn2)CCS(=O)(=O)N1Cc1ccc(-c2ccc(Cl)c(Cl)c2)cc1 (stereo unspecified) | -3 | -12% | -11%
Cc1ccc(SCc2c(C(=O)N/N=C/c3ccc(C)o3)nnn2-c2nonc2N)cc1 | 0 | 6% | -1%
COc1cc2[nH]c(=O)c(C(=O)NCc3ccc(C)cc3)c(O)c2cc1OC | 3 | 2% | -20%
CCN(CC)C(=O)Cn1cc(C(=O)C(=O)Nc2ccc3c(c2)OCO3)c2ccccc21 | 1 | 2% | ?
C[C@H]1CN([C@@H](C)CO)C(=O)CCCn2nncc2CO[C@@H]1CN(C)Cc1ccc(-c2ccccc2)cc1 | -4 | -1% | -17%
O=C(Nc1oc2ccccc2c(=O)c1-c1ccccc1)c1ccco1 | -6 | -2% | -15%
Cc1ccc(OCC(=O)OCC(=O)NC2CCS(=O)(=O)C2)cc1C (stereo unspecified) | -2 | 1% | -8%
CCc1cc(-c2nnn(CCC3COCCO3)c2CC)cc(CC)c1-c1cn(CCc2c[nH]c3ccccc23)nn1 (stereo unspecified) | 5 | -6% | -30%
New compounds follow.
SMILES | PI4K2A inh | IDH1 R132H inh | USP1-UAF1 inh
COP(=O)(OC)C(=NNS(=O)(=O)c1ccc(C)cc1)c1ccccc1 | -7 | 9% | -1%
O=C(CSc1ccc2c(c1)OCCO2)Nc1ccccc1 | -6 | 10% | -28%
Cc1cc2nc[nH]c(=O)n2n1 | -6 | 16% | -21%
O=C(Nc1ccc2c(c1)[C@H]1C[C@@H](CC(=O)N3CCOCC3)O[C@@H](CO)[C@H]1O2)C1CCOCC1 | -2 | 11% | -23%
CCN(CC(=O)Nc1ccccc1C(F)(F)F)C(=O)c1ccc2c(c1)NC(=O)C(C)S2 (stereo unspecified) | 0 | -3% | ?
CCOCCCNC(=O)Cn1nc(-c2ccc(OC)c(OC)c2)ccc1=O | -1 | 1% | -18%
CCN1C(=O)[C@H]2[C@@H](c3ccc(OC)cc3)N[C@]3(CCCN(Cc4ccc(F)cc4)C3=O)[C@H]2C1=O | -6 | 3% | -25%
CC1=C(C(=O)OCc2ccccc2)C(c2ccc(C)cc2)NC(=O)N1 (stereo unspecified) | -10 | -6% | -16%
O=C(CC1CCCC1)NNC(=O)c1ccccc1O | -3 | 2% | -9%
COc1ccc(C(=O)OCC(=O)N(Cc2ccccc2)Cc2ccccc2)c(O)c1 | 3 | 10% | -24%
CC(C)NC(=O)Nc1ccc2c(c1)C(=O)N([C@H](C)CO)C[C@H](C)[C@@H](CN(C)S(=O)(=O)c1ccccc1)OCCCC[C@@H](C)O2 | 0 | -1% | -21%
CNC(=O)C[C@H]1C(=O)N(CCc2ccccc2)C[C@@H]1c1ccc(OC)cc1 | -1 | -1% | -26%
Nc1nc(N)c2cc(Sc3ccc(Cl)cc3)ccc2n1 | 8 | -4% | -26%
C[C@@H](O)CNC(=O)c1[nH]cnc1C(=O)N[C@H](C)c1ccccc1 | -2 | -5% | -27%
CC1NC(=O)c2cc3ccccc3cc2-n2c1nc1cc(F)ccc1c2=O (stereo unspecified) | 4 | 8% | -5%
Cc1sc2ncnc(SCC(=O)NC3CCS(=O)(=O)C3)c2c1C (stereo unspecified) | 7 | 3% | -16%
CCCCn1nc(C(=O)NC2CCCCC2)c2ccccc2c1=O | -4 | 7% | -5%
COc1ccc(NC(=O)N(C)C[C@@H]2Oc3cc(Br)ccc3S(=O)(=O)N([C@H](C)CO)C[C@H]2C)cc1 | 6 | 3% | -13%
